Screening data as filed in PubChem BioAssay.
TEAD-YAP block: TEAD-YAP interaction inhibition | 1.4% of 640,000 active | HEK-TIYL cells, TEAD-Gal4/YAP UAS-luciferase luminescence | inhibition, % at 9.12 µM; in the data active = inhibition above about 32%;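 also: 0% = median of test compound wells and 100% = reference inhibitor wells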
FBW7 activator: human FBW7 E3 ligase activation, primary screen. normalized activity (activation), % at 26.1 µM. AID 1259310. 0.13% of 650,000 active. AlphaScreen FBW7–phospho-cyclin E peptide binding, activator screen; in the data active = normalized activity above about 1.9%;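 also: purified mutant Fbw7 with reduced substrate affinity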
GPR151 ag: activators of human GPR151. 1% of 650,000 active. PathHunter beta-arrestin GPR151 cells, luminescence. activation, % at 11.2 µM; in the data active = activation above about 4.9%;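 also: 0% = median of compound wells and 100% = cells with positive control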
Target sequence (Q8TDV0 whole entry, looked up): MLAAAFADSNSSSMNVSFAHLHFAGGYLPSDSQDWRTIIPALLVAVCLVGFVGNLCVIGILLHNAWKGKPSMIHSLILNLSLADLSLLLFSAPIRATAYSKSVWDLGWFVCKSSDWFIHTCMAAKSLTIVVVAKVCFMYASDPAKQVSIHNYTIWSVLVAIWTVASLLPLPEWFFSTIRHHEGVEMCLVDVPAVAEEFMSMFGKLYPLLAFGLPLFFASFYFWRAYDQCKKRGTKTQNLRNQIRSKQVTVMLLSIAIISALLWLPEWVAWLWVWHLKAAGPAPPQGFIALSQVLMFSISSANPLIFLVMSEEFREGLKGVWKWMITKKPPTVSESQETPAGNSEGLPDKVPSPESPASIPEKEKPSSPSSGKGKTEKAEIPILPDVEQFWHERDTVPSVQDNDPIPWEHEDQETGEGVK
MITF primary: human MITF inhibition, primary screen | O75030 | AlphaScreen MITF homodimerization, bead proximity signal | inhibition, % at 2.6 µM | 0.91% of 650,000 active; in the data active = inhibition above about 50%;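 also: 0% = vehicle wells with protein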
Target sequence (O75030 whole entry, looked up): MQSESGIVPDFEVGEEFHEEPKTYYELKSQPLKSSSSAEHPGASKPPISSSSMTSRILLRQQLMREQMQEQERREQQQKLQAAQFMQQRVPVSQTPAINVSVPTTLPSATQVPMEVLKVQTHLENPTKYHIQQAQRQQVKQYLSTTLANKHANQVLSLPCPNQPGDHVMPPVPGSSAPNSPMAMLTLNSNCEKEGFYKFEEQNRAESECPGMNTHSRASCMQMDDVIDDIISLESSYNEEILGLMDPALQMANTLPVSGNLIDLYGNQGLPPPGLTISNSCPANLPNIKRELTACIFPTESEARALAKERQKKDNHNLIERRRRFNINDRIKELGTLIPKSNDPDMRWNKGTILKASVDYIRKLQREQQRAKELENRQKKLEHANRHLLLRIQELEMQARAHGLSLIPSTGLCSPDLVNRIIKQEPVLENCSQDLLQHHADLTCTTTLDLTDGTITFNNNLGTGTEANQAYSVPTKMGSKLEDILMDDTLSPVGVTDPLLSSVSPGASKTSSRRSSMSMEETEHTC
* = called active by the depositor.

item	Structure	TEAD-YAP block	FBW7 activator
1	CCOC(=O)N1CCN(C(=O)CCCCCNc2nc(=S)[nH]c3ccccc23)CC1	9	-0.1
2	CC(C)(O)/C(=C\C#N)n1c(=O)oc2ccccc21	10	-0.2
3	Cc1cc2c(N3CCN(c4ccccc4F)CC3)ncnc2s1	-7	-0.1
4	CCOC(=O)N1CCN(S(=O)(=O)c2ccc(C(=O)Nc3nc(-c4cc5ccccc5oc4=O)cs3)cc2)CC1	-2	0.1
5	Cc1nc(SC(C)C#N)c2c(C)c(C)sc2n1 (configuration not stated)	-12	0.0
6	COc1cc(Nc2nc(Nc3nc4ccccc4n3C)nc3c2ncn3-c2ccsc2)cc(OC)c1OC	37*	-0.1
7	Cc1cc(OCC(=O)NNC(=O)CCc2ccccc2)ccc1Br	6	2.3*
8	Oc1cccc(-c2nc(-c3ccccc3)c(-c3ccc(F)cc3)[nH]2)c1	8	0.1
9	CC(=O)Nc1cnn(-c2ccc(C(=O)N(C)CC(O)c3ccccc3)cc2)c1 (configuration not stated)	1	-0.1
10	O=C(O)CN1C(=O)SC(Nc2ccc(Cl)cc2)C1=O (configuration not stated)	4	0.1

item	GPR151 ag	MITF primary
1	0.6	-7
2	-0.2	-3
3	3.7	-6
4	0.0	5
5	-2.5	2
6	-1.5	14
7	-0.7	7
8	0.8	-2
9	-1.2	2
10	-1.3	3

The results go on:
item	Structure	TEAD-YAP block	FBW7 activator
11	O=C(c1cccs1)N1CCN(c2cc(N3CCCCC3)c(F)cc2[N+](=O)[O-])CC1	1	-0.5
12	c1ccc(N2CCN(Cc3ccsc3)CC2)nc1	-2	0.0
13	CCC(C(=O)NCc1ccc2c(c1)OCO2)n1c2ccccc2c2nc(=O)cc(C)n21 (configuration not stated)	-4	0.0
14	COC(=O)c1cnc(N2CCC3(CC2)OCCO3)c2ccccc12	-12	0.1
15	COc1ccc(S(=O)(=O)NCc2ccc(C(=O)NCC3CCCO3)cc2)cc1 (configuration not stated)	0	-0.2
16	COCCNC(=O)c1cc2sc3ccccc3c2s1	-57	-0.2
17	O=[N+]([O-])c1ccccc1/C=C/C=N/n1c(-c2ccncc2)n[nH]c1=S	-2	0.0
18	CCOC(=O)N1CCN(C(=O)Cn2ncc3c(=O)oc4ccc(C)cc4c32)CC1	-3	-0.2
19	CC1=C(C(=O)OC2CCCCC2)C(c2ccc(C)cc2)C2=C(CC(C)(C)CC2=O)N1 (configuration not stated)	-4	-0.1
20	CSc1nc2c(c(=O)[nH]c(=O)n2C)n1CCSc1nc2ccccc2s1	37*	0.7

item	GPR151 ag	MITF primary
11	-0.9	9
12	2.8	18
13	0.0	5
14	0.0	-3
15	-0.1	3
16	1.4	-1
17	0.8	12
18	2.1	6
19	0.3	2
20	-0.1	5

(further entries)
item	Structure	TEAD-YAP block	FBW7 activator
21	Nc1ccc(C(=O)N2CCCC2)cc1	0	0.0
22	C=CCN1CCN(C(c2ccc(OCC)cc2)c2nnnn2C2CCCC2)CC1 (configuration not stated)	1	0.3
23	Cc1ccc(-c2cc(C(=O)Nc3cccc(Br)c3)c3ccccc3n2)cc1	2	0.1
24	NS(=O)(=O)c1ccc(CCNC(=O)CCN2C(=O)C3C4C=CC(CC4)C3C2=O)cc1 (configuration not stated)	-3	0.1
25	COc1ccc(/C=N\NC(=O)c2ccc([N+](=O)[O-])cc2)cc1Cl	9	0.2
26	CC(C)(C)NC(=O)NCC1COC2(CCCCC2)O1 (configuration not stated)	-2	0.3
27	O=C(NCCCN1CCCC1=O)c1cccc(-c2cccs2)n1	0	0.3
28	COc1ccc(-c2csc(NC(=O)c3cc(OC)c(OC)c(OC)c3)n2)cc1	0	0.7
29	O=C(NC1CCCCC1)NC1(C(=O)NCCN2CCOCC2)CCCCC1	-15	1.2
30	CC1(C)CC(=O)c2sc(NC(=O)c3cccc(Cl)c3)nc2C1	-50	-0.2

item	GPR151 ag	MITF primary
21	-0.6	17
22	0.3	2
23	1.2	4
24	0.3	2
25	6.5*	18
26	1.0	13
27	-1.3	23
28	0.9	15
29	-0.6	16
30	-6.7	5

Structures above that have a cyano group (two):
item	Structure	TEAD-YAP block	FBW7 activator
2	CC(C)(O)/C(=C\C#N)n1c(=O)oc2ccccc21	10	-0.2
5	Cc1nc(SC(C)C#N)c2c(C)c(C)sc2n1 (configuration not stated)	-12	0.0

item	GPR151 ag	MITF primary
2	-0.2	-3
5	-2.5	2

Continuation.
item	Structure	TEAD-YAP block	FBW7 activator
31	Cc1ccc(C2CC(O)(c3ccccc3)C(C(=O)c3ccccc3)C(c3ccc(C)cc3)C2(C#N)C#N)cc1 (configuration not stated)	2	0.0
32	Cn1c(=O)n(CCO)c(=O)c2c1nc(Br)n2Cc1ccccc1	-11	-0.5
33	CSc1nncn1/N=C/c1cc(Cl)ccc1F	-3	0.8
34	CC(NC(=O)c1ccncc1)C(C)(C)C (configuration not stated)	9	0.0
35	CCOc1ccc(NC(=O)C2C3C=CC4(O3)C2C(=O)N(CCc2ccc(C)cc2)C4C(=O)NC2CCCCC2)cc1 (configuration not stated)	-3	-0.2
36	COc1cccc(-n2cc(CN(C)C3CCC(=O)N(Cc4ccccc4F)CC3)cn2)c1 (configuration not stated)	9	-0.1
37	O=C(CSc1ncccc1C(=O)NCc1ccccc1Cl)NCCc1ccccc1	-1	0.1
38	O=C(O)c1ccccc1N=Cc1nc(-c2ccc(Cl)cc2)oc1O	-35	-0.1
39	O=C(CCC(=O)NNC(=O)Nc1cccc(Cl)c1)NCc1ccccc1	2	0.3
40	CCn1cc(S(=O)(=O)CC(=O)NC2CCCCC2)c2ccccc21	-4	0.0

item	GPR151 ag	MITF primary
31	-0.3	10
32	-0.7	-10
33	1.8	11
34	2.5	14
35	0.0	-2
36	0.4	7
37	1.1	9
38	-1.4	-3
39	-0.7	3
40	-0.9	-1

Other compounds
item	Structure	TEAD-YAP block	FBW7 activator
41	CCN(CC)C(=O)c1ccccc1-c1ccccc1C(=O)O	13	0.3
42	CC(C)CCNC(=O)C1CCN(Cc2ccccc2O)CC1	-5	0.2
43	CCc1nnc(-c2cc3ccccc3n2CC(=O)c2ccc(OC)cc2)o1	12	0.0
44	c1cncc(-c2nn3c(Cn4nnc5ccccc54)nnc3s2)c1	2	-0.1
45	Cc1nc2ccccc2n1CC1CCN(C(=O)CN2C(=O)CCC2=O)CC1	-2	-0.4
46	COc1ccc(-c2noc(Cc3ccc(C)cc3)n2)cc1OC	-8	-0.1
47	Cc1ccc(NC(=O)CSc2nc3nc(C)c(Cc4ccccc4Cl)c(C)n3n2)cc1C	-13	-0.2
48	COc1ccc(NC(=S)C23CC4CC(CC(C4)C2)C3)cc1	-7	-0.3
49	CCN(CC)S(=O)(=O)c1ccc(C(=O)Nc2c3c(nn2-c2ccc(OC)cc2)CS(=O)(=O)C3)cc1	11	-0.1
50	COc1ccc(CCn2c(SCC(=O)c3ccc(F)cc3)nc3ccccc3c2=O)cc1OC	-1	-0.1

item	GPR151 ag	MITF primary
41	-0.5	8
42	1.9	9
43	0.8	11
44	1.8	2
45	0.4	65*
46	-1.9	-9
47	0.4	-3
48	-0.4	-7
49	-1.4	7
50	5.4*	1

Further entries:
item	Structure	TEAD-YAP block	FBW7 activator
51	Cc1ccccc1Cn1c2ccccc2c(=O)c2ccccc21	-2	-0.1
52	O=C1c2nccnc2C(=O)N1c1ccc(Br)cc1F	-2	-0.1
53	COc1cc([N+](=O)[O-])ccc1N1C(=O)C=CC1=O	3	-0.1
54	O=C1C(=Cc2cc([N+](=O)[O-])cc([N+](=O)[O-])c2O)C(=O)c2ccccc21	-7	-0.3
55	CCCCN1C(=O)C2C(C(=O)Nc3cccc(SC)c3)C3C=CC2(O3)C1C(=O)NC1CCCC(C)C1C (configuration not stated)	4	0.0
56	O=C(CN1C(=O)C2C3C=CC(C3)C2C1=O)Nc1nncs1 (configuration not stated)	-12	0.3
57	CCC(C)NC(=O)CSc1nc2ccsc2c(=O)n1CCc1ccc(Cl)cc1 (configuration not stated)	-4	-0.1
58	O=C(Nc1ccccc1)NC(Cc1ccc(O)cc1)C(=O)O (configuration not stated)	7	0.1
59	COc1ccc(OC(=O)COc2ccccc2)cc1	8	-0.1
60	COc1cc(OC)c(C(=O)OCC#N)cc1OC	6	0.0

item	GPR151 ag	MITF primary
51	1.3	-5
52	-2.9	-2
53	-1.1	-3
54	-0.1	5
55	1.5	-2
56	-1.3	21
57	4.4	-5
58	1.0	7
59	0.4	4
60	5.7*	1

The list goes on.
item	Structure	TEAD-YAP block	FBW7 activator
61	CCCSc1nnc2c(n1)OC(c1cc3c(cc1Cl)OCO3)Nc1ccccc1-2 (configuration not stated)	-27	-0.1
62	COc1ccc(C)cc1N1C(=O)NC2CC1(C)Oc1ccc(Cl)cc12 (configuration not stated)	1	0.0
63	CC(=O)Nc1nnc(CCS(=O)(=O)c2ccc(Br)cc2)s1	-3	-0.1
64	CC1(C)CC2CC(C)(CN2C(=O)CSc2nnc(-c3ccc4c(c3)OCO4)o2)C1 (configuration not stated)	0	-0.1
65	COCCCNC(=O)c1cc2c(=O)n3cc(C)ccc3nc2n(Cc2cccnc2)c1=N	-8	-0.1
66	O=C(O)CCC(NS(=O)(=O)c1ccc(N2CCCC2=O)cc1)C(=O)O (configuration not stated)	5	0.1
67	COCCN1C(=O)CC(C(=O)OC)C12CCN(C(=O)CCc1cc(C)cc(C)c1)CC2 (configuration not stated)	-8	-0.1
68	C/C(=N\NC(=O)c1ccc(N)cc1)c1cccc(N)c1	-21	0.3
69	Cn1c2c(c(=O)n(C)c1=O)CN(Cc1ccccc1)CN2	-2	0.0
70	Cc1sc2nc(C)n(CC(=O)Nc3ccc(Oc4ccccc4)cc3)c(=O)c2c1C	1	0.0

item	GPR151 ag	MITF primary
61	1.2	7
62	0.2	7
63	0.5	-1
64	-0.5	-4
65	1.2	5
66	-2.4	23
67	0.5	-4
68	1.6	8
69	0.1	2
70	-1.1	-9

Continued.
item	Structure	TEAD-YAP block	FBW7 activator
71	Cc1occc1C(=O)NNC(=O)C(c1ccccc1)c1ccccc1	6	0.6
72	CCOc1ccc(OC(=O)c2sc3ncn(Cc4cccc(F)c4)c(=O)c3c2C)cc1	1	-0.3
73	CC12CCC(C(=O)N3CCN(c4ccccc4F)CC3)(OC1=O)C2(C)C (configuration not stated)	-4	-0.2
74	CCC(C)NC(=O)Cn1ncc2c(=O)oc3ccccc3c21 (configuration not stated)	-9	0.0
75	Cc1nc(Cl)sc1-c1ccc([N+](=O)[O-])o1	13	-0.3
76	CSC1=C(C#N)C(c2cccs2)C2=C(CCCC2=O)N1 (configuration not stated)	-2	-0.6
77	O=C1CCCN1CCCNc1nc(Nc2ccc(-n3ccnc3)cc2)nc2c1ncn2-c1ccccc1	52*	0.0
78	Cc1ccc2nc(-c3ccc(NC(=O)c4ccncc4)cc3)sc2c1	-20	0.0
79	Cc1ccc(C)c(NC(=O)c2c(N)c(C(=O)c3ccccc3)n3ccccc23)c1	5	0.0
80	Cc1sc2ncn(CC(=O)NCC(=O)NCCC3=CCCCC3)c(=O)c2c1C	5	0.0

item	GPR151 ag	MITF primary
71	0.2	19
72	0.1	7
73	-0.8	-7
74	-0.2	-3
75	-1.1	12
76	0.5	-3
77	-0.5	12
78	0.2	10
79	-0.7	3
80	0.1	15

Record cards (already shown). Values in the order: TEAD-YAP block, FBW7 activator, GPR151 ag, MITF primary
Cc1sc2ncn(CC(=O)NCC(=O)NCCC3=CCCCC3)c(=O)c2c1C is listed with 5, 0.0, 0.1, 15
CCOc1ccc(OC(=O)c2sc3ncn(Cc4cccc(F)c4)c(=O)c3c2C)cc1 is listed with 1, -0.3, 0.1, 7
CC12CCC(C(=O)N3CCN(c4ccccc4F)CC3)(OC1=O)C2(C)C (configuration not stated) is listed with -4, -0.2, -0.8, -7
Cc1ccc(C)c(NC(=O)c2c(N)c(C(=O)c3ccccc3)n3ccccc23)c1 is listed with 5, 0.0, -0.7, 3

(cont.)
item	Structure	TEAD-YAP block	FBW7 activator
81	O=S(=O)(c1ccc(-c2csc(=Nc3ccccc3)n2CCCO)cc1)N1CCCCC1	15	-0.3
82	C=CCN(C(=O)c1ccc(N2CC3CC(C2)c2cccc(=O)n2C3)c(NC(=O)c2cc(OC)cc(OC)c2)c1)c1ccccc1 (configuration not stated)	-4	0.1
83	Cc1cccc(C(C)C)c1NC(=O)CN1CCCC1	-4	0.0
84	COc1cc(/C=N/n2cnnc2)ccc1OCc1ccccc1Cl	-21	0.0
85	CCCN(CC1CC1)c1nc(N)c2c(N)nc(OC)cc2c1C#N	9	-0.1
86	O=C1C(c2ccccc2)=C(OC(=O)c2ccccc2[N+](=O)[O-])c2ccccc21	-6	0.1
87	Cc1ccc(C(=O)Nc2ccccc2C(=O)O)cc1S(=O)(=O)N1CCCCCC1	-1	-0.2
88	C=CCOC(=O)C1=C(C)NC(SCC(=O)Nc2cccc(C)c2)=C(C#N)C1c1ccc(OCC)cc1 (configuration not stated)	3	0.2
89	CCN1CCCC1CNC(=O)Cn1ncc2c1-c1ccccc1OC2 (configuration not stated)	5	-0.2
90	CN1CCCN(C2CC(=O)N(c3ccc(Br)cc3)C2=O)CC1 (configuration not stated)	-4	-0.2
91	Cc1nc(Nc2c(F)cccc2F)c2c(C)c(C)sc2n1	-23	0.0
92	CCC(C)C(=O)Nc1cc(Cl)ccc1C(=O)O (configuration not stated)	8	0.0

item	GPR151 ag	MITF primary
81	0.7	4
82	-0.8	20
83	1.0	-17
84	-0.5	-10
85	2.4	-13
86	-0.6	7
87	-0.8	-1
88	-0.9	0
89	-1.6	-2
90	-1.2	-5
91	1.3	-4
92	-1.0	6
